Screening results deposited in PubChem by several laboratories.
PKA-R1A activ – activators of PKA-R1A complex; P00514+P68181; PKA-R1A dissociation, Cy5-IP20 fluorescence polarization; scaled: DMSO 0%, 113 µM cGMP 100%; activation, % at 11.4 µM; actives 0.083% (n = 340,000); AID 504707;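 active = percent activation above the mean of all tested compounds plus 3 SD, cut at about 19% in these data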;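 note: higher means more PKAc released from R1A so a rise in polarization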
E coli growth – counter-screen for AddAB inhibitors: E. coli growth inhibition. E. coli V3065 growth, OD600 absorbance, 18 h. inhibition, % at 11.9 µM. actives 0.27% (n = 330,000);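 active = inhibition above the campaign's mean inhibition across all tested compounds plus 3 SD, cut at about 9.9% in these data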;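 note: uninfected addAB+ strain grown without phage in ampicillin broth; 0% = DMSO wells and 100% = ciprofloxacin 0.95 µg/ml wells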
DSG3 Ab inh – inhibitors of pemphigus antibody binding to human desmoglein-3; binding (percent of control), % at 10 µM; AID 588358; DSG3-coupled beads, scFv-anti-DSG3-GFP binding, flow cytometry; hits give low values; actives 0.48% (n = 310,000);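 active = binding more than 3 SD below its plate's average and above zero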;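 note: hits lower antibody fragment binding to DSG3; some compounds called inactive have numbers as strong as hits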
Target sequence (P32926 whole entry, looked up, the tested form may be a part): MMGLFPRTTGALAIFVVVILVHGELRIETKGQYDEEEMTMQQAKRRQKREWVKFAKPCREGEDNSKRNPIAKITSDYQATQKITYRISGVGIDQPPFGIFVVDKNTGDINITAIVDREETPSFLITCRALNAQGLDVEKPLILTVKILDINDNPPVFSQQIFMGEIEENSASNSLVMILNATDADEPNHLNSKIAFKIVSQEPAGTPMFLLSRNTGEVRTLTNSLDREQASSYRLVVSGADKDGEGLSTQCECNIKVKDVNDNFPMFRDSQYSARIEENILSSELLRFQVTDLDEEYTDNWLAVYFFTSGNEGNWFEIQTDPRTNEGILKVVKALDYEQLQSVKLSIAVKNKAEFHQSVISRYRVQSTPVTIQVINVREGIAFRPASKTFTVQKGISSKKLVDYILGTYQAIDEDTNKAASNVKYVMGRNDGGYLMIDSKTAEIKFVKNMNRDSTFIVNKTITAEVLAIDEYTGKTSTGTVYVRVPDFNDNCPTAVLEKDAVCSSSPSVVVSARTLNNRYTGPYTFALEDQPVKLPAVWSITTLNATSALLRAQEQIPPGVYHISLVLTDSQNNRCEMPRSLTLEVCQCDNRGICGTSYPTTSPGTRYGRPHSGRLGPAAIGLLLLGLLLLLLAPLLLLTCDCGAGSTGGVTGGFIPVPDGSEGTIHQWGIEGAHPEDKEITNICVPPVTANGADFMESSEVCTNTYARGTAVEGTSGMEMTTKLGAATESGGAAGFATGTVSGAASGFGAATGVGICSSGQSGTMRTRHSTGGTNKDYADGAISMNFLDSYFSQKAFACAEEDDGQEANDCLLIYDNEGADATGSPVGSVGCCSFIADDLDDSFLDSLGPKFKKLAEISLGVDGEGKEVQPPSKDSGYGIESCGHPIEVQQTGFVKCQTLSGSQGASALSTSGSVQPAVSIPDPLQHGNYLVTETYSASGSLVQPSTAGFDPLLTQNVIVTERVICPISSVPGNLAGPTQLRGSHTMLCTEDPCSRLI
HTR5A inv ag – HTR5A inverse agonism, opioid heterodimer counter-screen; P47898; HTR5A cell line, luminescence; inhibition, % at 9.3 µM; actives 0.083% (n = 340,000); in the data active = inhibition mostly above about 23%, no sharp cut-off; inactive = mostly below about 18%;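 note: 0% = cells with DMSO and 100% = no-cell wells with DMSO; some compounds called inactive have numbers as strong as hits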
phage Ecoli inh – E. coli growth loss with phage present; growth absorbance; inhibition, % at 11.9 µM; actives 0.26% (n = 360,000); AID 651602; in the data active = inhibition above about 11%
HTR5A ag – counter-screen for OPRM1-OPRD1 agonists: human HTR5A agonism | P47898 | activation, % at 9.3 µM | HTR5A agonist assay, luminescence, cell-based | actives 0.61% (n = 340,000); in the data active = activation mostly above about 9.5%, no sharp cut-off; inactive = mostly below about 7.6%;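 note: 0% = cells with vehicle only and 100% = reference agonist; strong numbers were not always called active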
SUMO Mot1 rescue – SUMOylation pathway inhibition by Mot1-301 growth rescue. S. cerevisiae Mot1-301 growth rescue, ATP luminescence, 38.5C; percent above DMSO median, 100 means doubled. growth rescue, % at 18.8 µM. actives 1% (n = 320,000). AID 2716;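 active = every valid replicate shows activation above 250% relative to neutral control wells; inactive = the rest, any valid replicate at or below 250%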;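 note: OY570 slx delta 5 strain wells were the positive control but not used for scaling; some compounds called inactive have numbers as strong as hits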
MOR-DOR ag – agonists of human mu-delta opioid receptor heterodimerization. P35372+P41143. cells, OPRM1-OPRD1 heterodimerization, luminescence. activation, % at 9.3 µM. actives 0.3% (n = 340,000); in the data active = activation above about 18%;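 note: 0% = vehicle-treated cells and 100% = reference agonist; values of inactives mirror those of a sister screen read the other way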
MOR-DOR inv ag – inverse agonists of human mu-delta opioid receptor heterodimerization | cell-based MOR-DOR heterodimer luminescence, inverse agonism | inhibition, % at 9.3 µM | actives 0.21% (n = 340,000); in the data active = inhibition above about 22%, passing the limit was not always enough;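 note: 0% = cells with DMSO and 100% = wells without cells with DMSO; values of inactives mirror those of a sister screen read the other way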
AddAB inh – less growth of phage-infected E. coli with AddAB. actives 0.29% (n = 330,000). E. coli expressing H. pylori AddAB, absorbance growth. inhibition, % at 11.9 µM; in the data active = inhibition above about 12%;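 note: 0% = vehicle wells of infected cells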
PfHsp90 set2 – reduces growth (ATP signal) of yeast expressing P. falciparum Hsp90 | S. cerevisiae expressing PfHsp90, BacTiter-Glo ATP, 48 h; yeast lacking PDR1 and PDR3 efflux regulators | inhibition, % at 9.4 µM | actives 0.32% (n = 310,000);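 active = every replicate shows inhibition above about 80%, whatever the replicate mean, limit read from the data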;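 note: 0% = DMSO neutral controls and 100% = 20 µM radicicol positive controls; yeast relying on Plasmodium falciparum Hsp90 in place of its own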
The depositor's hits bear a star; x = not tested or not shown.

Every second line gives: PKA-R1A activ | E coli growth | DSG3 Ab inh | HTR5A inv ag | phage Ecoli inh | HTR5A ag | SUMO Mot1 rescue | MOR-DOR ag | MOR-DOR inv ag | AddAB inh | PfHsp90 set2
(1) O=C(CSc1nc2ccccc2n1Cc1ccc(Cl)cc1)N/N=C/c1ccc(C(=O)O)cc1
  -2.6 | -2.9 | 106.9 | 8.3 | 2.2 | -3.0 | 4.3 | -3.5 | 18.4 | 0.3 | -45.1
(2) O=C(O)CCS(=O)(=O)Cc1cccc(Cl)c1
  2.4 | -1.2 | 123.0 | 20.9 | 3.0 | 4.7 | -11.9 | 0.1 | -0.5 | 0.3 | 12.6
(3) CC(=O)Nc1ccc(NC(=O)C(C)OC(=O)c2cccs2)cc1 (stereo not given)
  2.5 | -0.9 | 114.6 | -0.2 | -0.2 | 0.1 | -17.4 | -0.1 | 0.6 | 0.4 | -0.9
(4) N#C/C(=C(/O)CCl)c1nc2c(s1)CCc1ccccc1-2
  -8.8 | -1.8 | 98.7 | 2.3 | -1.4 | 0.5 | 6.2 | 4.5 | -28.4 | -0.7 | -11.5
(5) Cc1noc(C)c1CSCC(=O)Nc1cc(C(F)(F)F)ccc1N1CCCCC1
  -14.2 | 1.2 | 110.3 | 9.7 | 3.4 | 5.3 | -1.8 | 2.3 | -11.0 | 4.1 | -113.8
(6) Cc1c(NC(=O)c2cccs2)c(=O)n(-c2ccccc2)n1C
  -1.4 | -0.7 | x | 19.9 | 1.1 | -0.3 | 6.3 | -2.0 | 9.0 | -2.6 | -8.5
(7) Cc1occc1C(=O)NCCCCNC(=O)c1ccoc1C
  3.7 | 0.5 | x | 4.0 | 1.0 | -1.5 | 6.3 | -0.6 | 3.4 | 2.0 | -15.9
(8) CCO[C@@H]1OC(C(=O)NC2CC2)=C[C@H](c2coc3ccccc3c2=O)[C@H]1CCCO
  10.3 | 2.7 | 101.3 | 2.9 | -1.1 | 0.7 | 4.3 | -0.2 | 1.3 | 4.7 | -5.0
(9) COc1ccc(C2/C=C\CC(OCc3ccccc3)CC(=O)N2Cc2cccc(F)c2)cc1 (stereo not given)
  -7.3 | -1.4 | 93.3 | 0.5 | 0.4 | 0.0 | x | 0.7 | -2.8 | 1.1 | 6.0
(10) Cc1ccc(C)c(NC2CCCCC2NS(=O)(=O)c2ccccc2)c1 (stereo not given)
  -9.8 | 1.5 | 96.8 | -22.9 | 3.5 | 2.8 | -2.6 | 4.3 | -23.3 | 1.3 | 12.8
(11) C/C(=N\N=C1\NC(=O)C(CC(=O)O)S1)c1ccccn1 (stereo not given)
  x | 17.0* | 104.2 | x | 25.7* | x | -14.0 | x | x | 19.2* | x
(12) CCCN(c1ccc(OCC)cc1)S(=O)(=O)c1ccc2c(c1)NC(=O)CO2
  -5.5 | -2.1 | 108.3 | -5.4 | 3.2 | 2.9 | x | 5.6 | -30.1 | 2.9 | -5.0
(13) CCCC(=O)c1c(NCCO)cc(C)oc1=O
  -8.3 | -2.6 | 97.6 | 1.8 | 2.5 | -0.7 | -18.0 | -3.4 | 17.2 | 2.0 | 4.7
(14) Cc1ncc([N+](=O)[O-])n1CC(=O)NC1CCCC1
  7.2 | 0.1 | 97.3 | 7.6 | -1.8 | -3.9 | 12.8 | -2.2 | 12.4 | 0.6 | -20.4
(15) O=C(/C=C/c1cccc(OCc2ccccc2)c1)c1cccnc1
  1.6 | -0.9 | 104.4 | 15.6 | -0.6 | 2.9 | -23.3 | -2.8 | 13.2 | -0.4 | 0.6
(16) CC(C)CCOc1ccc(/C=N/N2C(=O)CSC2=S)cc1
  -7.7 | -3.3 | 97.2 | -3.9 | 3.0 | -1.4 | 2.8 | -1.5 | 9.6 | 3.0 | -5.8
(17) C[C@H](CO)N1C[C@H](C)[C@@H](CN(C)S(=O)(=O)c2ccc(F)cc2)Oc2ccc(NS(=O)(=O)c3cccs3)cc2C1=O
  -13.9 | 0.3 | 108.2 | 15.6 | 0.8 | -6.2 | 2.0 | -2.6 | 14.2 | 1.4 | 13.9
(18) O=S(=O)(c1cccc(-c2nnc(SC(F)F)n2-c2ccccc2)c1)N1CCCCC1
  -2.8 | 0.2 | 102.4 | -0.9 | 3.6 | 0.3 | 90.8 | 0.3 | -1.4 | -1.1 | -1.6
(19) Cc1ccc(S(=O)(=O)N2CCN(C(=O)c3ccc4ccccc4n3)CC2)c(C)c1
  6.2 | 0.5 | 118.3 | 12.5 | 2.1 | 1.2 | -7.4 | -1.6 | 6.4 | 1.6 | -23.6
(20) COCCN(C(=O)COC(=O)c1cccnc1SC)c1c(N)n(Cc2ccccc2)c(=O)[nH]c1=O
  -4.2 | 1.1 | 119.8 | -21.7 | 2.2 | 8.7 | -5.9 | -0.2 | 1.0 | 4.4 | -3.7
(21) Cc1nc(CC(=O)c2c(C)cc(O)cc2O)cs1
  -14.8 | -0.6 | 102.0 | 8.3 | 0.1 | -3.2 | -8.2 | -0.5 | 3.0 | -0.9 | 22.9
(22) CN(Cc1c(F)cccc1Cl)C(=O)CCc1c[nH]c2ccccc12
  -7.6 | 1.5 | x | 11.7 | 0.0 | -4.4 | -14.2 | 1.1 | -8.2 | 3.5 | 2.5
(23) CCCOc1ccc(C2C(=O)N(C3CCCCC3)CC(=O)N2CCCOCC)cc1OC (stereo not given)
  3.9 | 1.8 | 95.7 | -5.6 | 1.4 | -0.6 | -4.9 | 0.0 | -0.2 | 1.4 | x
(24) CC1N=C2c3ccccc3N=C(SCc3cc(=O)n4cc(Cl)ccc4n3)N2C1=O (stereo not given)
  -0.9 | -2.2 | x | -6.9 | 2.0 | 2.6 | 0.5 | -0.3 | 1.9 | 1.6 | -75.3
(25) Cc1ccc(C(C)C)c(OCCn2ccnc2C)c1
  -9.1 | -1.5 | 99.4 | 5.9 | -0.1 | -1.6 | -2.5 | -4.0 | 18.6 | -2.4 | 2.2
(26) CC1CCN(c2ccccc2NC(=O)c2cc3ccccc3o2)CC1
  -6.2 | 3.1 | 104.2 | 1.6 | 0.4 | 0.0 | 0.7 | -0.1 | 0.3 | 0.8 | -6.2
(27) CCN(CC)CCN(Cc1cc2cc(C)cc(C)c2[nH]c1=O)C(=S)NCc1ccco1
  -8.3 | -3.6 | 111.8 | -5.8 | 3.7 | -2.1 | -6.9 | -1.5 | 7.7 | -0.9 | 5.9
(28) O=C(NCc1ccc(Cl)cc1)[C@@H]1CCCN1S(=O)(=O)c1ccc(Cl)cc1
  -1.3 | -3.2 | 98.5 | -12.9 | 2.7 | 3.4 | 24.0 | -2.8 | 12.4 | -0.2 | -2.1
(29) S=C1NCN(Cc2ccco2)CN1c1cccc2ccccc12
  6.0 | 0.8 | 103.9 | -22.5 | 0.9 | 1.3 | 0.8 | -2.2 | 11.4 | 3.7 | -16.8
(30) O=C(C1CCCO1)N1CCN(C(=S)Nc2ccc(Br)cc2)CC1 (stereo not given)
  -5.0 | -0.2 | 101.8 | 20.1 | 0.6 | 2.0 | 9.6 | -2.9 | 15.2 | 0.1 | 7.5

Compounds 22 through 23, quoted:
Every second line gives: PKA-R1A activ | E coli growth | DSG3 Ab inh | HTR5A inv ag | phage Ecoli inh | HTR5A ag | SUMO Mot1 rescue | MOR-DOR ag | MOR-DOR inv ag | AddAB inh | PfHsp90 set2
(22) CN(Cc1c(F)cccc1Cl)C(=O)CCc1c[nH]c2ccccc12
  -7.6 | 1.5 | x | 11.7 | 0.0 | -4.4 | -14.2 | 1.1 | -8.2 | 3.5 | 2.5
(23) CCCOc1ccc(C2C(=O)N(C3CCCCC3)CC(=O)N2CCCOCC)cc1OC (stereo not given)
  3.9 | 1.8 | 95.7 | -5.6 | 1.4 | -0.6 | -4.9 | 0.0 | -0.2 | 1.4 | x

(list continues)
Every second line gives: PKA-R1A activ | E coli growth | DSG3 Ab inh | HTR5A inv ag | phage Ecoli inh | HTR5A ag | SUMO Mot1 rescue | MOR-DOR ag | MOR-DOR inv ag | AddAB inh | PfHsp90 set2
(31) CC(=O)NC(Cc1ccc(F)cc1)C(=O)NC1CCN(C(=O)Nc2ccccc2C)CC1 (stereo not given)
  -1.4 | -1.5 | 111.5 | -1.5 | -0.6 | 0.5 | 109.3 | -2.0 | 10.4 | 1.5 | 7.9
(32) CCCc1cc(=O)[nH]c(SCc2cccnc2)n1
  -0.5 | -2.5 | 100.0 | 9.6 | 0.7 | -3.7 | -15.9 | -3.1 | 15.3 | 2.1 | 2.4
(33) Cc1ccc(S(=O)(=O)N(C(=O)c2ccncc2)c2ccc(OC(=O)c3ccncc3)c3ccccc23)c(C)c1
  -5.8 | -2.4 | x | 7.6 | x | -1.5 | 13.2 | 5.6 | -23.3 | -0.2 | 2.6
(34) COc1cccc(CN2C(=O)N(C(C)C)C(N(O)C(=O)NC(C)C)C2(C)C)c1OC (stereo not given)
  1.2 | 0.1 | 112.1 | 3.0 | 1.4 | 1.3 | 60.3 | -3.6 | 15.3 | 3.5 | 25.6
(35) Cc1ccc(N(CC(=O)NCCSc2ccccn2)S(=O)(=O)c2ccc(F)cc2)cc1
  -3.9 | -0.2 | 100.7 | -0.2 | 7.4 | 0.1 | -1.0 | -1.7 | 9.7 | 2.8 | -4.4
(36) Cn1c(=O)cc(SCC(=O)N2CCCC2)c2ccccc21
  -7.5 | -0.3 | 104.7 | 11.4 | 6.0 | -3.2 | x | -2.1 | 10.9 | 1.5 | 58.6
(37) COCCNC(=O)C1CC2Cn3c(nc4cc(C)c(C)cc43)C2N1C (stereo not given)
  -6.1 | 1.7 | 94.5 | -7.0 | 4.3 | -1.4 | 1.2 | 0.1 | -0.8 | 2.0 | 2.7
(38) O=C(O)c1ccccc1NS(=O)(=O)c1cccc2nsnc12
  0.2 | 2.2 | 113.0 | -11.2 | -1.7 | 4.0 | -0.3 | -1.4 | 7.2 | -0.7 | -10.0
(39) Cc1cc(NCCCCO)n2c(nc3ccccc32)c1C#N
  -6.4 | 1.9 | 99.9 | -27.9 | -0.2 | 3.1 | -14.8 | 0.6 | -3.2 | 1.6 | -13.9
(40) CN(C(=O)C1CCC1C(=O)O)c1nc(-c2ccc(Cl)s2)cs1 (stereo not given)
  -0.6 | 0.8 | x | 6.0 | 99.2* | -2.3 | -4.0 | -0.3 | 1.6 | 5.5 | -10.4
(41) CCN(Cc1ccccc1)C(c1ccc(C)cc1)c1nnnn1C(C)(C)C (stereo not given)
  -14.3 | 0.4 | 79.8 | -1.9 | -0.7 | 0.8 | 153.0 | -0.7 | 3.7 | 0.5 | -21.4
(42) COc1cc(/C=N/NC(=O)c2ccc(N3CCCC3=O)cc2)ccc1O
  -10.1 | 0.7 | 108.0 | -8.2 | 0.3 | 3.4 | 2.6 | -1.7 | 8.7 | 1.3 | 9.7
(43) COc1ccccc1NC(=O)C(C)OC(=O)c1cc2ccccc2[nH]1 (stereo not given)
  -10.6 | -2.8 | 113.2 | -6.2 | 0.5 | 1.7 | -8.4 | 7.2 | -38.0 | -1.3 | -22.5
(44) CCn1c(SCC(=O)Nc2oc(-c3ccccc3)c(-c3ccccc3)c2C#N)nnc1-c1ccncc1
  -6.0 | 0.4 | 99.8 | -13.8 | 0.9 | -2.8 | -23.2 | -1.4 | 7.4 | 4.3 | 1.6
(45) CC(C)(CC(=O)O)CC(=O)Nc1ccc2c(c1)ncn2CCc1ccccc1
  -7.2 | 0.4 | 104.1 | -1.4 | -0.2 | 0.4 | -6.9 | -3.8 | 17.4 | -1.4 | 4.0
